TRHR enhancer: allosteric enhancers of human TRH receptor. P34981. TRHR cells, fluo-8 calcium fluorescence, EC20 TRH enhancement. enhancement, % at 2 µM. 360,000 compounds, 0.66% hits. AID 493056; in the data active = enhancement above about 30%; note: 0% is about no effect
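Enhancer read-out: after compound pinning and an initial kinetic agonist-mode read, an EC20 of TRH (10 nM final) was injected and fluo-8 calcium signal (Ex 480/Em 530) followed at 1 s/cycle for 100 cycles in TRHR-expressing cells.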
D2 PAM: D2 dopamine receptor (human) potentiation; P14416; HEK293 T-REx D2, calcium flux, EC20 dopamine potentiation; potentiation, % at 10 µM; 340,000 compounds, 0.34% hits;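 active = potentiation over 3 SD above the plate norm, cut at about 30% in these data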; note: 0% is about no effect
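Primary screen. Calcium kinetics in induced HEK293 T-REx D2 cells: compound pre-addition 180 s, EC20 dopamine, 180 s more.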
D1 antagonist: blocks dopamine activation of the human D1 receptor | activity change, negative = inhibition, % at 10 µM | HEK293 TREx D1 cells, calcium flux, dopamine EC80; active compounds read low | 360,000 compounds, 3.2% hits | AID 504652 | P21728; in the data active = activity change below about -30%; note: % is set by controls: 0 for no effect and ±100 for the full control effect
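Cells carrying a force-coupled, tetracycline-inducible human D1 receptor report calcium flux. Each well gets a 10 s baseline, compound with 180 s monitoring, then an EC80 dopamine stimulus with a second 180 s kinetic read.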
D1 potentiator: human D1 dopamine receptor positive modulation; P21728; HEK293 TREx D1 cells, calcium flux, dopamine EC20 potentiation; potentiation, % at 10 µM; 360,000 compounds, 0.036% hits; in the data active = potentiation above about 30%; note: 0% is about no effect
D2 antag: D2 dopamine receptor (human) antagonism. HEK293 TREx D2 cells, calcium flux, dopamine EC80. P14416. AID 485344. 340,000 compounds, 2% hits. inhibition, % at 10 µM; in the data active = inhibition above about 30%; note: 0% is about no effect
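Inhibition of EC80 dopamine-driven calcium flux, recorded kinetically, defines activity here; cells are a tetracycline-induced HEK293 T-REx line expressing force-coupled D2.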
D1 agonist: human D1 receptor agonism; P21728; HEK293 T-REx D1 cells, calcium flux, agonist mode; activation, % at 2 µM; 360,000 compounds, 1% hits; AID 504660; note: 0% is about no effect
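Tetracycline-induced HEK293 TREx D1 cells, force-coupled to calcium signalling, were dye-loaded with a no-wash calcium kit. Compound was pin-added after a 10 s baseline. Fluorescence was read kinetically at 1 cycle/s for 180 s, with calcium rises flagged as agonism.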
D2 agonist: agonists of human D2 dopamine receptor | HEK293 T-REx D2 cells, calcium flux agonist mode | P14416 | activation, % at 2 µM | 340,000 compounds, 0.53% hits;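 active = activation over 3 SD above normal in the single-dose calcium agonist read, cut at about 30% in these data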; note: 0% is about no effect
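Agonism scored from kinetic calcium signal (1 read/sec, 180 s) following compound pin transfer, after a 10 s baseline. Cells: HEK293 Trex line expressing inducible D2 receptor coupled to calcium, dye-loaded after overnight culture at 30 C.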
RXFP1 antagonist: RXFP1 (human) relaxin receptor antagonism | HEK293-RXFP1, relaxin-stimulated cAMP HTRF, 30 min; active compounds read low | Q9HBX9 | 350,000 compounds, 0.59% hits | AID 1259400 | activity change, negative = inhibition, % at 57.5 µM;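 active = activity change of -60% or lower, but not beyond a set lower limit; inconclusive = change between -60% and -40%, or beyond the set limit; inactive = change above -40%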; note: % is set by controls: 0 for no effect and ±100 for the full control effect
Target sequence (Q9HBX9 whole entry, looked up): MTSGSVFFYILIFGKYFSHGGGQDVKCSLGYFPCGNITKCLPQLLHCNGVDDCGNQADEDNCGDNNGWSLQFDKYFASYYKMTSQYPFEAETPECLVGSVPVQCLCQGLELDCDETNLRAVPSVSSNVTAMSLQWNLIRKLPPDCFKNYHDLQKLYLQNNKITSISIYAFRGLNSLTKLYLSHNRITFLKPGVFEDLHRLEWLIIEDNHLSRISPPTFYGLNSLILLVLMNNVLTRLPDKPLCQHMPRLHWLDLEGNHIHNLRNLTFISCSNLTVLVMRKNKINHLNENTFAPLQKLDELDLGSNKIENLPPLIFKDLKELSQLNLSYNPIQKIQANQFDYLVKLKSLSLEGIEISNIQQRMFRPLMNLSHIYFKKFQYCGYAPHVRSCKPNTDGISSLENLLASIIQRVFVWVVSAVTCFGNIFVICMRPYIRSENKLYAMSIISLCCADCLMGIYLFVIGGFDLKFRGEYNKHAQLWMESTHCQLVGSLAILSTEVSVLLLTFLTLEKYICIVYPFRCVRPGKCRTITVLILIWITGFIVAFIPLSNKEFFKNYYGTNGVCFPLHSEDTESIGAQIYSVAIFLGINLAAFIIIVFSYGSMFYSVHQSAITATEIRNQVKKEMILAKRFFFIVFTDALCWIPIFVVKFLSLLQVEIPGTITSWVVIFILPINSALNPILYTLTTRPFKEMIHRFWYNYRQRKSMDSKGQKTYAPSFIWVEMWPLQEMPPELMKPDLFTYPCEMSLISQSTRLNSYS
TRHR agonist: activates the human TRH receptor. P34981. TRHR cells, calcium flux fluo-8, FDSS agonist mode. activation, % at 2 µM. 360,000 compounds, 0.18% hits. AID 493084; note: 0% is about no effect
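TRHR-expressing cells, plated overnight in medium with 10% serum, were loaded with fluo-8 calcium dye at room temperature. After a 10 s baseline, library compound was pin-added and calcium release was recorded kinetically (ex 480/em 530) as agonist response.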
* marks the source's active call; other numbers are inactive results; ? = inconclusive; . = not tested or not shown; & = joins results of further samples. Cut-off read from the data, not from the text of the source, unless noted: active = activation above about 30%; inactive = the rest. Some of the compounds tested; rates above refer to the full screens.

compound	TRHR enhancer	D2 PAM	D1 antagonist	D1 potentiator	D2 antag	D1 agonist	D2 agonist	RXFP1 antagonist	TRHR agonist
NS(=O)(=O)c1ccc(-c2ccc(C=C3C(=O)NC(=S)NC3=O)o2)cc1	-4	0	-3	-3	-27	3	0.0	.	-0.2
COc1cccc(C(=O)C2CCCN(Cc3ccc4nsnc4c3)C2)c1 (stereo unspecified)	-1	-11	-8	-4	-7	1	0.7	-24	-1.6
C=CCn1c(O)c(/C(CC)=N/NC(=S)Nc2ccccc2)c(=O)[nH]c1=O	1	.	3	-1	.	1	.	-15	-1.2
C[C@H]1CCC/C=C/[C@@H]2C[C@H](O)C[C@H]2[C@H](O)/C=C/C(=O)O1	0&4	11&11	-3&37	-6&-1	6&-16	-1&4	-1.6&0.0	.	0.2&0.4
CCOC(=O)C1=C(N)Oc2cc(C)oc(=O)c2C12C(=O)N1c3c(cccc32)C(C)CC1(C)C (stereo unspecified)	-1	10	-2	-2	-1	1	-0.6	-12	0.5
CN1C(=O)C(=Cc2ccccc2OCc2ccc(C(=O)O)cc2)C(=O)N(C)C1=O	5	19	11	0	4	0	0.3	14	0.3
O=C1CC(=O)N(Cc2ccccc2)C(=S)N1	-8	-4	8	.	0	10	1.1	-3	0.7
O=C(NC(=C(Cl)Cl)P(=O)(c1ccccc1)c1ccccc1)c1ccccc1	-5	3	8	8	6	3	-0.3	-5	1.0
COc1cccc(NC(=O)N2CCC3(CC2)OCCO3)c1	2	-4	4	8	2	1	1.2	5	0.3
Cc1cccc(-n2c(O)c(C=NCCCN3CCOCC3)c(=O)[nH]c2=O)c1C	23	.	5	-4	-17	1	0.3	-8	1.6
Cc1cccc(-n2c(O)c(C=Nc3ccc(Br)cn3)c(=O)[nH]c2=O)c1	1	-6	-20	-4	-4	1	1.3	3	-0.5
CC(C)c1ccc(OCC(=O)N2CCN(CCc3ccccn3)CC2)cc1	2	.	5	1	.	-1	0.1	-1	0.3

Additional entries:
compound	TRHR enhancer	D2 PAM	D1 antagonist	D1 potentiator	D2 antag	D1 agonist	D2 agonist	RXFP1 antagonist	TRHR agonist
COC(=O)C1=C(c2cccc(C#N)c2)C[C@@H]2CC[C@H]1N2C(=O)NCCOc1ccc(OC)cc1	-10	-2	-8	-6	-8	1	0.2	.	-0.3
C=CCn1c(O)c(C=NCCCn2ccnc2)c(=O)[nH]c1=O	-2	-1	-4	4	-13	5	-1.6	-14	-0.7
CCC(=O)OC1(c2ccccc2)CCN(C)CC1C (stereo unspecified)	-8	13	1	-4	7	3	-0.4	-1	-2.0
CCCCn1c(=O)c(C(=O)Nc2cccc(C)c2)c(O)c2ccccc21	-2	0	0	23	-11	3	0.5	6	0.4
C=CCn1c(O)c(C=Nc2c(C)n(C)n(-c3ccccc3)c2=O)c(=O)[nH]c1=O	-3	-16	-14	-2	12	2	-1.2	4	0.6
COc1cc(C(=O)N/N=C/C23CC[C@@H](O)CC2(O)CC[C@@H]2[C@@H]3CCC3(C)C(C4=CC(=O)OC4)CCC23O)ccc1O (stereo partly specified)	6	18	0	-4	-6	1	1.4	-37	0.1
C/C(CC(c1ccccc1)c1c(O)c2ccccc2oc1=O)=N\Nc1ccc([N+](=O)[O-])cc1[N+](=O)[O-] (stereo unspecified)	6	4	11	3	-4	1	-0.5	8	0.0
Cc1ccc(CN2CCN(Cc3ccccc3F)CC2)cc1	-4	-15	6	-1	39*	-2	-1.3	5	-0.2
COC(=O)C(C)Oc1cc(C)cc2oc(=O)c3c(c12)CCCC3 (stereo unspecified)	0	.	-2	0	.	3	.	11	0.1
Cc1cc(N2CCCCC2)ccc1C=C1C(=O)N(C)C(=S)N(C)C1=O	-1	0	8	5	-26	1	3.2	9	0.0
Cc1ccc(-n2c(=O)[nH]c3ccc(Br)cc3c2=O)cc1	-4	-5	-9	-1	.	0	-0.2	-1	-0.1
CCn1c(O)c(C=NCCN2CCOCC2)c(=O)n(CC)c1=S	10	3	4	-4	-7	2	1.4	-6	0.4

The results go on:
compound	TRHR enhancer	D2 PAM	D1 antagonist	D1 potentiator	D2 antag	D1 agonist	D2 agonist	RXFP1 antagonist	TRHR agonist
COc1nc2ccccc2c(=O)n1-c1ccc(C)cc1	-19	-1	-16	-7	-16	2	-0.6	-8	-0.5
Cc1c(N=Cc2c(O)n(C)c(=O)[nH]c2=O)c(=O)n(-c2ccccc2)n1C	19	-4	-5	-2	6	0	0.9	3	1.4
NS(=O)(=O)c1ccc(N2CCNCC2)cc1	5	8	-12	-4	-1	1	1.2	?	0.8
COc1ccc(C(c2c(O)c3ccccc3oc2=O)c2c(C)n(C)n(-c3ccccc3)c2=O)cc1 (stereo unspecified)	2&0	-4&-5	-3&-11	1&-4	93*	-2&0	0.5&-0.7	-5&-3	-0.7&-0.3
COc1ccc(OC)c(CN2CCCC(C(=O)c3sccc3C)C2)c1 (stereo unspecified)	-1	-25	-11	-12	51*	11	-0.1	-2	-0.3
CC1(C)CC2(CCO1)NCCN1C(=O)CSC12 (stereo unspecified)	13	4	7	0	0	4	0.4	7	0.3
CN1CCCN(C(=O)COc2ccccc2)CC1	2	0	-2	0	7	4	0.6	-6	0.9
COc1cc(OC)cc(C(=O)Nc2ccc(Cl)cc2C(=O)c2ccccc2Cl)c1	4	5	-6	0	.	1	-2.2	.	-0.4
COc1ccc(C(O)P(=O)(Oc2ccccc2)Oc2ccccc2)cc1 (stereo unspecified)	6	5	-8	-5	-10	15	-2.1	-9	-0.4
COC(=O)C1=C(c2ccc(C(C)=O)cc2)C[C@@H]2CC[C@H]1N2C(=O)NC1CCCCC1	3	7	.	-3	-4	-2	-0.9	.	-0.5
CN1CCCC(C(=O)c2ccc(-c3ccccc3)cc2)C1 (stereo unspecified)	6	-16	11	-9	8	9	-0.5	-2	1.2
O=c1[nH]c(=S)n(-c2ccccc2F)c(O)c1C=NCc1ccco1	-1	7	-3	-3	-6	1	0.4	.	-0.1

In the list so far, two have a Cl atom:
compound	TRHR enhancer	D2 PAM	D1 antagonist	D1 potentiator	D2 antag	D1 agonist	D2 agonist	RXFP1 antagonist	TRHR agonist
O=C(NC(=C(Cl)Cl)P(=O)(c1ccccc1)c1ccccc1)c1ccccc1	-5	3	8	8	6	3	-0.3	-5	1.0
COc1cc(OC)cc(C(=O)Nc2ccc(Cl)cc2C(=O)c2ccccc2Cl)c1	4	5	-6	0	.	1	-2.2	.	-0.4

(listing goes on)
compound	TRHR enhancer	D2 PAM	D1 antagonist	D1 potentiator	D2 antag	D1 agonist	D2 agonist	RXFP1 antagonist	TRHR agonist
C/C(=N\N1CCCCCC1)c1c(O)n(-c2ccccc2C)c(=O)[nH]c1=O	-1	11	-8	-2	3	1	1.6	2	0.1
COc1ccc(C(CC(=O)N2CCC3(CC2)OCCO3)NS(=O)(=O)c2ccc(C)cc2)cc1 (stereo unspecified)	4	-1	10	2	-29	4	1.4	-1	-0.4
COC(=O)C1=C(c2ccccc2OCc2ccccc2)C[C@@H]2CC[C@H]1N2C(=O)NCc1ccc(F)cc1	-7	15	9	-1	-9	3	-0.4	.	0.1
COc1ccc(N2C(=O)/C(=C/c3cc(C)n(-c4ccc(C)cn4)c3C)C(=O)NC2=S)c(OC)c1	-4	1	-12	-4	22	-1	0.8	1	0.3
O=C(N/N=C/c1c(O)n(Cc2ccc(F)cc2)c(=O)[nH]c1=O)c1ccccc1O	0	5	6	2	12	1	0.5	-21	0.4
CCN1CCN(c2cc(=O)n3ccccc3n2)CC1	7	-14	10	0	-19	-1	0.6	5	0.0
O=c1[nH]c(=S)n(-c2ccccc2)c(O)c1C=NCc1ccccn1	-4	4	-44*	-1	-5	3	1.7	-22	-1.6
COC(=O)C1=C(c2ccc(F)cc2OCc2ccccc2)C[C@@H]2CC[C@H]1N2C(=O)NC1Cc2ccccc2C1	-6	-3	-31*	-4	-8	2	0.1	.	0.5
COc1ccc(OCC(=O)N2CCN(C3CCC(c4ccccc4)CC3)CC2)cc1 (stereo unspecified)	4	-8	-16	-2	-8	1	-2.0	-2	-0.3
CCOC(=O)c1cc(C)sc1/N=C/C1C(=O)NC(=S)NC1=O	-1	5	9	2	0	-2	-0.2	3	0.1
C=CCn1cc(C=C2C(=O)N(C)C(=O)N(C)C2=O)c2ccccc21	0	4	8	1	0	3	0.8	-6	-0.3
CN(C)C(=Nc1ccccc1)P(=S)(N(C)C)N(C)C	-3	-13	-10	3	-3	1	-0.6	-11	-1.5

Following part
compound	TRHR enhancer	D2 PAM	D1 antagonist	D1 potentiator	D2 antag	D1 agonist	D2 agonist	RXFP1 antagonist	TRHR agonist
COc1ccccc1/C=N/N=C(/N)N[N+](=O)[O-]	-8	0	16	-1	15	0	0.5	0	0.3
CN(C)C(=O)Oc1ccc2c(=O)c(Oc3ccccc3Br)coc2c1	2	2	-22	-3	-16	3	-0.3	-11	-1.6
COC(=O)C1=C(c2cccc(NC(C)=O)c2)C[C@@H]2CC[C@H]1N2C	1	-7	-11	6	-16	-1	0.2	.	0.0
COc1ccc(C(=O)C2CCCN(Cc3cccc(C)n3)C2)c(OC)c1 (stereo unspecified)	0	-10	-17	-4	-2	7	-0.7	-5	0.5
Cc1ccc(/C=C2\C(=O)NC(=S)N(c3ccccc3F)C2=O)s1	4	-2	-15	-1	.	1	.	-6	0.4
O=C(C1CC(=O)N(C2CCCCC2)C1)N1CCC2(CC1)OCCO2 (stereo unspecified)	-4	-1	-17	-3	17	1	-0.1	-6	0.6
CC(C)Cc1nnc(NC(=O)CCC(=O)N2CCN(CCOC(c3ccccc3)c3ccccc3)CC2)s1	0	-19	-32*	-4	-1	6	-0.5	-15	0.2
COc1ccc(-n2c(C)cc(C(=O)C[N+]34CCN(CC3)CC4)c2C)cc1	13	-7	-18	5	1	2	-0.4	3	11
